Compound activity (PubChem BioAssay)
TAAR1 antagonist = human TAAR1 antagonism | Q96RJ0 | CHO RD-HGA16 TAAR1, Fluo-8 calcium fluorescence, antagonist | inhibition, % at 3 µM | 1.5% of 360,000 active | AID 624466;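 active = inhibition above a per-plate cutoff, the mean inhibition of test compounds on that plate plus 3 SD, cut at about 49% in these data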;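 also: 0% = DMSO plus EC80 beta-PEA response and 100% = DMSO alone without agonist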
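System: RD-HGA16 CHO cells with stable hTAAR1 and Gα16 | Probe or stimulus: EC80 β-phenethylamine stimulus | Dosing: 3 µM, single point | Times: Dye loading 75 min at 37 °C, then 30 min room temperature | Measured by: Fluo-8 calcium-sensitive fluorescence | Read-out basis: % inhibition of agonist calcium response | Replicates: n of 1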
M1 PAM parental = nonselective activator or artifact in parental CHO-K1 calcium assay; ATP EC20, Fluo-8 calcium fluorescence; 0% at ATP EC20, 100% at ATP max; activation, % at 3 µM; 0.02% of 360,000 active; AID 602247;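 active = activation above the run cutoff, the mean activation of all test compounds plus 3 SD, cut at about 40% in these data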;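 also: peak over basal fluorescence ratio in a 140 s read after ATP addition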
TAAR1 ag = agonists of human TAAR1 | activation, % at 3 µM | Q96RJ0 | 0.99% of 360,000 active | CHO RD-HGA16 TAAR1, Fluo-8 calcium fluorescence; vehicle wells 0%, saturating PEA agonist 100%;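 active = activation above the mean activation of all test compounds in the run plus 3 SD, cut at about 38% in these data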
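System: CHO-derived RD-HGA16 cells with stable Gα16 and human TAAR1 / Times: 17-24 h plating, Fluo-8 75 min 37 °C, 30 min RT / Technique: calcium-sensitive Fluo-8 signal, excitation 470-495, emission 515-575 nm / Measure: % activation relative to PEA EC100 response / Benchmarks: DMSO and PEA EC100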
CHRM5 agonist = CHRM5 agonism in calcium assay | activation, % at 3 µM | AID 624037 | CHO-K1 hM5 cells, Fluo-8 calcium fluorescence; 0% DMSO wells, 100% maximal acetylcholine response | P08912 | 0.19% of 360,000 active;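 active = activation above the run's mean over test compounds plus 3 SD, cut at about 23% in these data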;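 also: signal is peak over basal fluorescence ratio across the kinetic read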
Target sequence (P08912 whole entry, looked up): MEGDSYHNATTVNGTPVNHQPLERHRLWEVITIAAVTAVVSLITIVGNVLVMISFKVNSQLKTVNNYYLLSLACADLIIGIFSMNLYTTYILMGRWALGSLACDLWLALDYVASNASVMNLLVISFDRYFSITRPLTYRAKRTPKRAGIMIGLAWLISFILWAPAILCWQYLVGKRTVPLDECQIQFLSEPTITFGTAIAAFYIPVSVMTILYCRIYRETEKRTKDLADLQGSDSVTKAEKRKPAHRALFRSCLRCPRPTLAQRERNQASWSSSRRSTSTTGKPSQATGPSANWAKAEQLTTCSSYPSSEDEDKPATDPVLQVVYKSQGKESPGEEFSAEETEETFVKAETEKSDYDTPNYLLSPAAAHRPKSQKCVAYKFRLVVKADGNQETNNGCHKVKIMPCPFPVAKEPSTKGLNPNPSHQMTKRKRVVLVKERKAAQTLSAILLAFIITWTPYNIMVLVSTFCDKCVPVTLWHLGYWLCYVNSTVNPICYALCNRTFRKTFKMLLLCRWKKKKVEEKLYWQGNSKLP
CRFBP-R2 block = blocks CRF-induced signaling of the CRF-BP/CRF-R2 complex. 0.59% of 350,000 active. HEK293 CRF-R2/CRF-BP, CRF-induced calcium fluorescence. inhibition, % at 11.8 µM;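 active = inhibition of the ligand-induced calcium signal above about 50% at the single tested concentration, limit read from the data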
M5 PAM = positive allosteric modulators of human muscarinic M5 receptor; CHO-K1 hM5, Fluo-8 calcium, ACh EC20 PAM; 0% = ACh EC20, 100% = ACh EC100; activation, % at 3 µM; 0.3% of 360,000 active; AID 624038;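 active = activation above the run cutoff, the mean activation of all test compounds plus 3 SD, cut at about 18% in these data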
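System: CHO-K1 hM5 cells. Reagent: acetylcholine, EC20 level. Compound dosing: single dose, 3 µM nominal final test concentration. Timing: Post-acetylcholine fluorescence recording 140 s. Detection: Fluo-8 calcium fluorescence. Read-out: % activation, ACh-normalized. Benchmarks: ACh EC20 and EC100 wells. Repeats: singlicate, one well per test compound.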
M4 PAM = positive allosteric modulators of human muscarinic M4 receptor; CHO-K1 hM4/Gqi5, Fluo-8 calcium fluorescence, ACh EC20; 0% = ACh EC20, 100% = maximal ACh; 0.4% of 360,000 active; AID 624126; activation, % at 3 µM;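 active = activation above its plate's cutoff, the mean activation of sample wells plus 3 SD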; also: some results filed as inactive read as strong as hits
Target sequence (P08173 whole entry, looked up): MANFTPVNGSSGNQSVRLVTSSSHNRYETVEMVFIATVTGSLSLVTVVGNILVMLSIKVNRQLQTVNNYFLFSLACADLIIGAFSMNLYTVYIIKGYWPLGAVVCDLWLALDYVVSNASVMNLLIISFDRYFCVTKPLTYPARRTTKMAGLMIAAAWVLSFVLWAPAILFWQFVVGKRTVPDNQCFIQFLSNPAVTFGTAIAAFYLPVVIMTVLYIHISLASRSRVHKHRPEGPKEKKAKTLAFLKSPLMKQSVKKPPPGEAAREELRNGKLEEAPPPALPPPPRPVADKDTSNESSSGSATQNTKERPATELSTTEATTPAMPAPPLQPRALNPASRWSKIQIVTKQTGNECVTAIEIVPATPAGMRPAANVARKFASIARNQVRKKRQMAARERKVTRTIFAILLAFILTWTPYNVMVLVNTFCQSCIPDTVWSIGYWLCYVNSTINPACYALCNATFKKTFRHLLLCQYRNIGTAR
CHRM5 antagonist = blocks acetylcholine activation of human M5 receptor; P08912; CHO-hM5 cells, Fluo-8 calcium fluorescence, ACh EC80; inhibition, % at 3 µM; 0.59% of 360,000 active; AID 624040;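 active = inhibition above a per-plate cutoff, the mean of that plate's test compounds plus 3 SD, cut at about 27% in these data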;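 also: 0% = acetylcholine EC80 with DMSO and 100% = DMSO without agonist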
CRFR2-BP ag = CRF-BP/CRF-R2 complex agonism. HEK293 CRF-R2/CRF-BP, calcium dye fluorescence (FLIPR); percent of saturating CRF peptide response. activation, % at 13.2 µM. 0.46% of 350,000 active. AID 588473;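 active = activation of at least 50%, plus an integration ratio under a set limit after plate pattern correction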;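 also: plate controls were neutral control wells without compound for no effect and CRF at EC100 for full effect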
* hit, by the source's call; nt = no result given.

SMILES	TAAR1 antagonist	M1 PAM parental	TAAR1 ag	CHRM5 agonist	CRFBP-R2 block	M5 PAM	M4 PAM	CHRM5 antagonist	CRFR2-BP ag
CCOC(=O)c1cnn(-c2cc(C)nc3c(-c4ccccc4)c(C)nn23)c1N	1	17	13	2	5	2	-4	-4	0.8
CN(c1ccc(OCC(=O)N2CCN(c3ccc(F)cc3)CC2)cc1)S(=O)(=O)c1cccs1	31	22	13	5	-11	-16	-16	10	-0.1
COc1cc(NC(=O)c2c(F)cccc2F)c(Cl)cc1Cl	11	18	0	-7	36	-5	0	4	-4.0
N#Cc1ccc(CSc2ncccn2)cc1	-11	20	0	1	5	4	-4	4	0.1
COCCCNC(=S)N1CCN(S(C)(=O)=O)CC1	0	-10	0	-1	-3	11	15	0	-0.9
O=C(O)c1ccccc1-n1cccc1C(=O)O	-23	-6	1	1	0	-3	-4	-6	2.1
CCCC(=O)NC(C)c1nc(-c2ccc(C)cc2)no1 (stereo not given)	7	10	5	3	13	-9	7	16	-0.1
CCN(CC)CCNC(=O)c1cc2c(s1)-c1ccccc1SC2	1	8	5	-6	2	0	-4	9	2.3
CCCCCCOc1ccc(/C(C)=N/NC2=NCCN2)cc1[N+](=O)[O-]	0	15	38*	-2	-38	6	17	-6	-0.4
COCCNC(=O)Nc1ccc(F)cc1	0	16	2	2	3	6	5	6	0.1
CC1(c2ccc3ccccc3c2)NC(=O)N(CC(=O)NCc2cccs2)C1=O (stereo not given)	-2	13	1	-1	-6	-8	1	6	-0.7
O=C(NNc1cccc(Cl)n1)Nc1ccccc1	-7	17	11	2	-2	0	10	0	-0.1
O=C(c1ccc(N2CCOCC2)cc1)N1CCCC(Nc2ccccc2)C1 (stereo not given)	-10	2	0	-2	-1	1	5	-4	2.3
CCCCn1c(N)c(N(Cc2ccccc2OC)C(=O)CC2OC(=O)c3ccccc32)c(=O)[nH]c1=O (stereo not given)	-9	-18	1	2	20	1	-5	2	-1.6
CCCCNS(=O)(=O)c1ccc2nc(-c3cccnc3)cc(C(=O)NC3CCCC3)c2c1	-7	-12	-1	2	14	4	0	5	0.8
CN(CC(=O)C(C(N)=O)c1ccccc1)c1ccccc1 (stereo not given)	-4	-1	2	-2	-11	-4	5	-3	1.3
O=C(NCc1ccc2c(c1)OCO2)c1ccncc1	11	3	5	1	-3	-7	4	-2	-0.6
CCCCCCn1c(NCC)nc2c1c(=O)n(C)c(=O)n2C	15	13	9	1	-25	-9	3	16	-2.6
Cc1nc2ccccn2c1-c1csc(Nc2ccc(C(=O)O)cc2)n1	-14	0	3	-3	2	-6	-3	9	-0.8
COc1ccc(-n2nc(C(=O)N3CCC(C#N)CC3)c3c4ccccc4n(C)c3c2=O)cc1	12	-9	2	2	2	-5	2	-1	-1.6
O=C(NNC(=O)C1CC1c1ccccc1)c1ccccc1[N+](=O)[O-] (stereo not given)	1	17	11	0	-7	0	6	-3	-1.7
Cc1ccc(C2C3=C(CC(C)(C)CC3=O)Nc3[nH]c(=S)[nH]c(=O)c32)cc1 (stereo not given)	-17	-6	14	1	8	0	-6	-4	0.1
O=C(CSc1nnnn1-c1ccc(F)cc1)c1ccc(O)c(O)c1	9	-2	12	1	-1	-3	3	-1	-2.9
Cc1ccc(C(=O)NCCCNC(=O)c2ccccc2F)cn1	-16	14	2	-3	9	-5	3	18	-0.2
CCC(=O)c1ccc(OCC(=O)NC2CCCC2)cc1	14	8	11	-3	-15	1	2	-4	3.9
Cc1cc(C)cc(NC(=S)N2CCN(Cc3ccccc3)CC2)c1	-2	26	11	-5	-10	3	-1	-6	0.1
O=C(NCC(=O)N1CCN(c2ccccc2F)CC1)c1cccs1	-20	-7	1	-4	11	-5	2	2	-1.4
CC(=O)Nc1ccc(S(=O)(=O)Nc2ccc(S(=O)(=O)Nc3ncccn3)cc2)cc1	-11	-25	0	-3	9	-3	-2	12	0.1
COC(=O)c1ccccc1NC(=O)/C=C/c1cc(OC)c(OC)c(OC)c1	28	20	11	-4	4	-1	0	0	-4.0
Cc1ccc(C(=O)NCc2ccc3c(c2)OCO3)cc1C	-12	1	1	-2	-1	-4	-9	10	-0.3

In the list so far, these contain a halogen.
SMILES	TAAR1 antagonist	M1 PAM parental	TAAR1 ag	CHRM5 agonist	CRFBP-R2 block	M5 PAM	M4 PAM	CHRM5 antagonist	CRFR2-BP ag
CN(c1ccc(OCC(=O)N2CCN(c3ccc(F)cc3)CC2)cc1)S(=O)(=O)c1cccs1	31	22	13	5	-11	-16	-16	10	-0.1
COc1cc(NC(=O)c2c(F)cccc2F)c(Cl)cc1Cl	11	18	0	-7	36	-5	0	4	-4.0
COCCNC(=O)Nc1ccc(F)cc1	0	16	2	2	3	6	5	6	0.1
O=C(NNc1cccc(Cl)n1)Nc1ccccc1	-7	17	11	2	-2	0	10	0	-0.1
O=C(CSc1nnnn1-c1ccc(F)cc1)c1ccc(O)c(O)c1	9	-2	12	1	-1	-3	3	-1	-2.9
Cc1ccc(C(=O)NCCCNC(=O)c2ccccc2F)cn1	-16	14	2	-3	9	-5	3	18	-0.2
O=C(NCC(=O)N1CCN(c2ccccc2F)CC1)c1cccs1	-20	-7	1	-4	11	-5	2	2	-1.4

Whole records from above. Order of screens: TAAR1 antagonist	M1 PAM parental	TAAR1 ag	CHRM5 agonist	CRFBP-R2 block	M5 PAM	M4 PAM	CHRM5 antagonist	CRFR2-BP ag
Cc1cc(C)cc(NC(=S)N2CCN(Cc3ccccc3)CC2)c1 is listed as -2	26	11	-5	-10	3	-1	-6	0.1
CCCCCCn1c(NCC)nc2c1c(=O)n(C)c(=O)n2C is listed as 15	13	9	1	-25	-9	3	16	-2.6
Cc1nc2ccccn2c1-c1csc(Nc2ccc(C(=O)O)cc2)n1 is listed as -14	0	3	-3	2	-6	-3	9	-0.8
O=C(CSc1nnnn1-c1ccc(F)cc1)c1ccc(O)c(O)c1 is listed as 9	-2	12	1	-1	-3	3	-1	-2.9
Cc1ccc(C2C3=C(CC(C)(C)CC3=O)Nc3[nH]c(=S)[nH]c(=O)c32)cc1 (stereo not given) is listed as -17	-6	14	1	8	0	-6	-4	0.1

Continuation:
SMILES	TAAR1 antagonist	M1 PAM parental	TAAR1 ag	CHRM5 agonist	CRFBP-R2 block	M5 PAM	M4 PAM	CHRM5 antagonist	CRFR2-BP ag
O=C(OCCc1cc2ccccc2c(=O)o1)c1ccccc1C(F)(F)F	37	9	4	0	0	-22	-6	13	0.8
COc1ccc(-c2cc(N3C(=O)Nc4ccccc4N3O)n[nH]2)cc1OC	17	-4	1	-2	3	-5	-6	7	0.3
CCOC(=O)C1(CC2CC2)CCN(Cc2cn(C)c3ccccc23)CC1	4	13	5	-7	-68	-10	-17	10	1.1
CCOc1ccc(N(CC(=O)Nc2ccccc2OCC)S(=O)(=O)c2c(C)noc2C)cc1	-2	18	0	-8	-27	-8	1	21	2.1
CCCC(=O)N1CCCC1(C)C(=O)Nc1ccc2cn[nH]c2c1 (stereo not given)	-25	-19	1	1	nt	-4	-7	16	nt
CC(C)(C)N=C1C([N+](=O)[O-])=CC=C2C1=NC1(CCCCC1)N2O	-17	9	0	-1	19	7	3	-5	-2.7
C=CCn1c(SCC(=O)NCc2ccc3c(c2)OCO3)nnc1-c1cccnc1	-7	-2	0	3	1	4	-4	7	-1.1
O=C(COc1ccc(S(=O)(=O)N2CCOCC2)cc1)N1CCN(c2ccccc2)CC1	-1	13	0	5	15	-5	-6	15	-0.1
Cc1cc(NC(=O)CSc2nc3ccccc3c(=O)n2-c2ccccc2)no1	3	19	7	-3	14	0	-2	1	0.8
CN1C(=O)c2ccc(C(=O)NC3CCCCC3)cc2C1=O	2	14	1	-6	-1	-19	-5	6	0.3
Cc1ccc(NC(=O)CSc2nsc(SCC(=O)Nc3ccc(C)cc3C)c2C#N)c(C)c1	-1	24	1	-1	9	-3	1	8	0.6
O=C(O)c1ccc(N2C(=O)c3cccc(Oc4ccc(Cl)cc4)c3C2=O)cc1	17	-7	0	0	7	-5	-6	7	-1.4
COc1cccc(CN(C)C(=O)c2cc(-c3ccc(F)cc3)nc3ccccc23)c1	nt	8	nt	2	-11	-7	-9	2	-0.8
COc1ccccc1CCNC(=O)C(=O)NCC1OCCN1S(=O)(=O)c1ccc([N+](=O)[O-])cc1 (stereo not given)	-21	9	46*	-2	6	-6	-7	4	-0.5
Cc1nc(N=C(N)N)nc2ccccc12	20	-1	1	-1	-28	-1	6	-9	2.1
Cn1c(N)c(C(=O)COC(=O)C2CCCCC2)c(=O)n(C)c1=O	-25	5	19	3	13	-2	6	2	-1.4
CCOc1ccc(CN(C)CCc2ccccn2)cc1	-1	-6	3	-5	-7	-8	-5	4	-0.4
COc1ccc(Cl)cc1NC(=O)CN1CCc2ccccc2C1	33	7	7	-5	4	-4	-3	8	-0.3
CCCCn1c(SCC(=O)Nc2ccc(OC)cc2)nc2ccc(N3CCOCC3)cc2c1=O	10	12	2	0	-25	1	12	4	-0.5
CN(C)C(=S)Oc1ccccc1C1(C)OCCO1	-3	2	0	1	-13	-6	3	3	1.0
O=C(Oc1ccc(-c2nccc(-c3ccccn3)n2)cc1)c1cccc(C(F)(F)F)c1	-5	11	10	1	-7	5	3	-5	4.6
Cc1ccc(C(=O)COC(=O)c2cccc(N3C(=O)c4c(C)nc5ccccc5c4C3=O)c2)cc1C	-9	14	1	0	9	1	8	-6	-0.3
C=CCn1c(=O)n(CCOC)c(=O)c2sc3ccccc3c21	-2	10	0	0	4	-4	0	-2	-2.1
CCCCCN(C(=O)NC(=O)Nc1ccccc1C)S(C)(=O)=O	2	11	8	5	-19	-1	-3	6	-0.6
O=C(Nc1nnc(C2CC2)s1)C1CCCCN1S(=O)(=O)c1ccccc1 (stereo not given)	-39	9	9	4	-12	5	-1	-5	1.1
COc1cc2c(cc1OC)C(C(=O)Nc1cccc(C)n1)C(c1cccnc1)N(C)C2=O (stereo not given)	5	24	6	-2	2	5	-2	-3	-0.8
Cc1ccc(S(=O)(=O)N2CCN(C(=O)C(O)c3ccccc3)CC2)cc1 (stereo not given)	-7	nt	1	2	nt	-5	-7	2	nt
O=c1[nH][nH]c2c1[C@H](c1ccccc1)O[C@H](C1CCCCC1)C2	-1	14	2	4	nt	-1	-1	4	nt
